TMEM16A inh: inhibitors of mouse TMEM16A calcium-activated chloride channel; Q8BHY3; HEK293 TMEM16A/YFP iodide influx fluorescence, ionomycin; normalized B-score (activity score, 25-100; higher = stronger inhibition) at 10 µM; 310,000 tested, 1.2% active;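 active = ratio plate-corrected score three or more library SD toward inhibition, starting fluorescence score within five deviations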;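 also: score derived from kinetic fluorescence span divided by baseline fluorescence per well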
KCNK3 inh: human KCNK3 channel inhibition, primary screen; O14649; CHO-KCNK3 thallium flux, FluxOR fluorescence; active compounds read low; B-score at 10 µM; 340,000 tested, 0.84% active; AID 602410;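 active = B-score under library mean minus 4 SD, starting fluorescence ratio at most library mean plus 5 SD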;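 also: more negative B-score means stronger inhibition of thallium flux through KCNK3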
Target sequence (O14649 whole entry, looked up): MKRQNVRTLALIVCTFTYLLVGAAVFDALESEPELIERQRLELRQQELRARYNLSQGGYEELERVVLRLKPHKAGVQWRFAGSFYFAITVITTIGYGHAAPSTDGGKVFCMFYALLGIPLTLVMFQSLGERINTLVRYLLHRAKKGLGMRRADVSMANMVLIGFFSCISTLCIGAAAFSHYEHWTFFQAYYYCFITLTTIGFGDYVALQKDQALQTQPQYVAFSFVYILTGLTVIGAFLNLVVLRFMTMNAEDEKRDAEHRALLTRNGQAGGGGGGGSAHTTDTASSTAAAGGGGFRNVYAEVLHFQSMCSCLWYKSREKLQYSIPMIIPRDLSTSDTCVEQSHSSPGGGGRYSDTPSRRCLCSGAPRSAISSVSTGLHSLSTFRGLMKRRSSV
TRPC4 potent: allosteric potentiators of mouse TRPC4 channel | Q9QUQ5 | HEK293 TRPC4beta/mu-opioid, DAMGO EC20, Fluo-4 Ca2+ flux; active compounds read high | B-score at 10 µM | 310,000 tested, 0.42% active | AID 2227;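 active = B-score of calcium response area above 5 SD of library B-scores, with initial fluorescence ratio within 5 SD of library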;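 also: B-score of integrated fluorescence ratio over time as area under calcium response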
HDAC3 inh: inhibitors of human histone deacetylase 3; recombinant HDAC3, fluorogenic peptide/trypsin coupled, fluorescence; inhibition, % at 8.3 µM; 320,000 tested, 0.15% active; AID 2718; in the data active = inhibition above about 26%, passing the limit was not always enough
KCNQ1 inh: human KCNQ1 channel inhibition; P51787; CHO-K1 KCNQ1, FluxOR thallium flux fluorescence; active compounds read high; 310,000 tested, 1.3% active; B-score at 10 µM;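 active = compounds whose thallium flux B-score, printed positive for inhibition, exceeds three library SD while starting fluorescence stays within three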;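 also: channel opened by potassium depolarization with thallium stimulus after 20 min compound exposure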
DYRK1A inh: Dyrk1A (rat) kinase inhibition | inhibition, % at 12.5 µM | ADP-Glo luminescence, NFATc1 peptide | Q63470 | 310,000 tested, 0.43% active; in the data active = inhibition above about 50%;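 also: plate controls were vehicle with enzyme for no effect and no enzyme for full effect; many of its hits are not listed in these tables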
KCNK9 inh: human KCNK9 channel inhibition | 310,000 tested, 1.2% active | B-score at 10 µM | Q9NPC2 | HEK293 KCNK9, FluxOR thallium flux fluorescence; active compounds read low | AID 488922;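 active = ratio B-score over 3 SD below the library mean, with starting fluorescence within 5 SD of its mean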;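 also: negative B-score means less thallium flux so channel inhibition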
Target sequence (Q9NPC2 whole entry, looked up): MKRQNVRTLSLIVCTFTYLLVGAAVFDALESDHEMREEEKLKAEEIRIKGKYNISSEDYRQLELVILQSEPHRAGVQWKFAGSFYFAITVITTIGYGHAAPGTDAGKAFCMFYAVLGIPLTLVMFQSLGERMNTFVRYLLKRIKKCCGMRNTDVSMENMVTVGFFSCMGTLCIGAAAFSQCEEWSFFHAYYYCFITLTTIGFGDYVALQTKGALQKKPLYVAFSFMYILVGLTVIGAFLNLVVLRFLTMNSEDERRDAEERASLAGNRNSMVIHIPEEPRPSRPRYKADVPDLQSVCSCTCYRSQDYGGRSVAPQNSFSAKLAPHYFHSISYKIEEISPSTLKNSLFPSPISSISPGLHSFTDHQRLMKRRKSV
KCNQ1 act: potentiators or activators of human KCNQ1 potassium channel; CHO-K1 KCNQ1, thallium flux FluxOR fluorescence; active compounds read high; B-score at 10 µM; 310,000 tested, 0.35% active; AID 2648;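 active = fluorescence ratio B-score, a plate-corrected score, at least three library SD, with initial intensity B-score within 5 SD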
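assay system = CHO-K1 cells stably expressing KCNQ1 | medium = assay buffer, equal DMSO in all wells | timing = 37 °C overnight plating, 90-min dark dye load, 20-min compound pretreatment | measured by = kinetic FluxOR thallium fluorescence, 10-s 1-Hz baseline, 110-s post-stimulus read | measure = fluorescence change relative to baseline, converted to B score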
hERG protect: shields human hERG channel from block by proarrhythmic agents; Q12809; CHO-hERG, FluxOR thallium flux, dofetilide IC70 present; 310,000 tested, 0.51% active; activation (rescue from dofetilide block), less the hit threshold, % at 10 µM;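 active = activation above the mean of controls blocked by dofetilide plus 5 SD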;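 also: thallium influx through hERG after potassium depolarization seen as dye fluorescence rise; in these data hits start at about 4.7%; inactives centre near -7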
TRPC4 act: opens the mouse TRPC4 cation channel; HEK293 TRPC4beta/mu-opioid, Fluo4 calcium fluorescence; active compounds read high; B-score at 10 µM; 310,000 tested, 0.49% active;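 active = B-score above 5 SD of library B-scores, and initial fluorescence ratio not above library mean plus 5 SD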;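 also: positive B-score marks a calcium rise read as TRPC4 activation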
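Material: HEK293 stable line with TRPC4beta plus mu-opioid receptor; technique: Fluo4 calcium-sensitive dye fluorescence, kinetic, 1 Hz baseline; timing: Fluo4 dye loading 45 min at room temperature, 110 s recording; controls: assay buffer as low control, maximal DAMGO as high control; read-out: integrated baseline-normalised fluorescence ratio, converted to per-well B score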
TMEM16A act: activates or potentiates the mouse TMEM16A chloride channel; 340,000 tested, 0.3% active; Q8BHY3; AID 623877; HEK293 TMEM16A/YFP-H148Q/I152L, iodide quench fluorescence; active compounds read low; B-score at 10 µM;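 active = fluorescence-ratio B-score plate-corrected deviation score at least 3 library SD below zero, with starting fluorescence score within 5 deviations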;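 also: channel opened by trigger with iodide after compound preincubation; score built on the fluorescence ratio of max minus min over baseline; more negative score means more quench and so TMEM16A activation or potentiation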
* marks the source's active call; other numbers are inactive results; i = inactive; . = not tested or not shown; & = joins results of further samples. This is a subset (hit frequency here may not be typical).

SMILES	TMEM16A inh	KCNK3 inh	TRPC4 potent	HDAC3 inh	KCNQ1 inh	DYRK1A inh	KCNK9 inh	KCNQ1 act	hERG protect	TRPC4 act	TMEM16A act
O=C(OCC(O)C(O)COC(=O)c1ccccc1)c1ccccc1 (configuration not stated)	i	i	i	-3	i	0	i	i	-3	i	i
Cc1ccc(C(C(=O)NC2CCCCC2)N(C(=O)c2csnn2)C2CCCC2)o1 (configuration not stated)	i	i	i	5	i	9	i	i	-9	i	i
CCOC(=O)c1cnc2c(CC)cccc2c1NCCN1CCOCC1	i	i	i	2	i	4	i	i	-2	i	i
COCc1ccc(CN2CCC(n3nccc3NC(=O)CCCc3ccccc3)CC2)o1	i	i	i	-3	i	-4	i	i	-6	i	i
N/C(=N\OC(=O)c1ccc(Cl)cc1)c1cccnc1	i	i	i	6	i	10	i	i	-13	i	i
c1ccc(N2CCN(C3CC4CCC3C4)CC2)cc1 (configuration not stated)	i	i	i	-1	i	.	i	i	-8	i	i
O=C(NCC(=O)N1CCN(S(=O)(=O)/C=C/c2ccccc2)CC1)c1ccccc1F	i	i	i	-1	i	2	i	i	-5	i	i
CCCc1nnc(SCC(=O)Nc2ccc(NC(C)=O)cc2)n1-n1cccc1	i	i	i	-6	i	0	i	i	-10	i	i
Cc1ccc(-n2nc3ccc(NC(=O)c4ccc5c(c4)OCO5)cc3n2)cc1	i	i	i	3	i	-2	i	i	-12	i	i
CCOc1cccc(OCCCNCCCOC)c1	i	i	11*	-6	i	-4	i	i	-7	i	i
CC(=O)N1CC2(NC(=O)c3ccccc3N2)c2ccccc21 (configuration not stated)	i	i	i	-12	i	5	i	i	-6	i	i
Cc1cc(C)nc(NS(=O)(=O)c2ccc(NC(=O)CN3C(=O)c4ccccc4C3=O)cc2)n1	i	.	i	12	i	.	i	i	-10	i	.
O=C1C2C3C=CC(C3)C2C(=O)N1c1ccncc1 (configuration not stated)	i	i	i	-2	i	-6	i	i	-5	i	i
O=C(NCc1ccco1)C(C(=O)c1ccc(F)cc1)n1ccccc1=O (configuration not stated)	i	i	i	7	i	2	i	i	-7	i	i
CCN(CC)C(=O)CSc1nnc(CCN)o1	i	i	.	2	.	-3	.	.	.	.	i
COc1cc(OC)cc(C(=O)NNC(=O)c2ccc(-n3cncn3)c([N+](=O)[O-])c2)c1	i	i	i	0	i	-2	i	i	-13	i	i
Cc1cccc(NC(=O)CC23CC4CC(C2)CC(n2nnc(C)n2)(C4)C3)c1	i	i	i	9	i	-6	i	i	-4	i	i
COc1ccc(N2CCN(CC(=O)NC(=O)NCc3ccco3)CC2)cc1	i	i	i	0	i	-1	i	i	-8	i	i
CC(=O)c1ccccc1C(=O)N1CCCC(C(=O)c2ccc(C(F)(F)F)cc2)C1 (configuration not stated)	i	i	i	0	i	-1	i	i	-12	i	i
Cc1cccc(C(=O)N=c2c(C#N)cc3c(=O)n4cccc(C)c4nc3n2Cc2ccco2)c1	i	i	i	-77	7*	-2&-9	i	i	-17	i	i
O=C(COC(=O)/C=C/c1ccc([N+](=O)[O-])cc1)NCC1CCCO1 (configuration not stated)	i	i	i	-7	i	.	i	i	-10	i	i
COc1cc(C(=O)NCCC(=O)NCCN2CCOCC2)cc(OC)c1OC	i	i	i	-6	i	3	i	i	-11	i	i
N#Cc1c(N)n[nH]c1Cc1cccc2ccccc12	i	i	i	3	i	-18	i	i	-2	i	i
CCC(=O)Nc1cc2c(C)cc(=O)oc2cc1C	i	i	i	-15	i	1	i	i	-11	i	i
CCCCOC(=O)/C=C\C(=O)NC(N)=O	i	i	i	-2	i	1	i	i	-12	i	i
COc1ccc(-n2nc(C(=O)NCC(=O)N3CCCCC3)c3ccccc3c2=O)cc1	i	i	i	5	i	-1	i	i	-4	i	i
COC(=O)[C@H](CC(C)C)NC(=O)NCCC1=CCCCC1	i	i	i	-10	i	0	i	i	-6	i	i
CCc1nn(CCCC(=O)N(C)Cc2ccccc2)c(=O)c2cc3occc3n12	i	i	i	7	i	5	i	i	-11	i	i
Cc1cccc(S(=O)(=O)N2CN(CC3CCCO3)c3nc4ccccc4nc32)c1 (configuration not stated)	i	i	i	1	i	5	i	i	-10	i	i
O=C(c1ccncc1)c1nccn1-c1ccccn1	i	i	i	2	i	0	i	i	-2	i	i
N#CCCN(Cc1ccccc1)C(=O)Nc1ccc2c(c1)CCO2	i	i	i	-2	i	-3	i	i	-11	i	i
Cc1nnc(N/N=C/c2c[nH]c3ccccc23)[nH]c1=O	i	i	i	12	i	-1	i	i	-10	i	i
COc1ccccc1NC(=O)C(=O)N(c1cccnc1)C(C(=O)NC(C)(C)C)c1ccccc1F (configuration not stated)	i	i	i	-1	i	-1	i	i	0	i	i
COc1cccc(NC(=O)c2cnc(SCC(=O)NCc3ccc4c(c3)OCO4)n(C)c2=O)c1	i	i	i	-3	i	11	i	i	-13	i	i
O=C1CC(C(=O)N2CCN(c3ccccn3)CC2)CN1Cc1ccccc1Cl (configuration not stated)	i	i	i	-19	i	2	i	i	-17	i	i
Cc1ccc(Nc2nc(CSc3nnc(-c4ccc(F)cc4)n3C)cs2)cc1	i	i	i	-8	i	-5	i	i	-8	i	i
CC(=O)c1sc(-c2ccc(F)cc2)cc1NS(=O)(=O)c1ccc(C)cc1	i	i	i	3	i	1	i	i	2	i	i
Cc1c(C(=O)c2ccccc2)c2ccccn2c1CCc1ccccn1	i	i	i	-9	i	.	i	i	-26	i	i
CCO[C@@H]1OC(C(=O)N2CCN(Cc3ccccc3)CC2)=C[C@H](c2coc3ccccc3c2=O)[C@H]1CCCO	i	i	i	-7	i	-1	i	i	-8	i	i
Cc1ccc2c(c1)C(C)CC(C)(C)N2C(=O)CN1CCN(C)CC1 (configuration not stated)	i	i	i	-3	i	10	i	i	-13	i	i

Complete entries from above. Values in the order: TMEM16A inh | KCNK3 inh | TRPC4 potent | HDAC3 inh | KCNQ1 inh | DYRK1A inh | KCNK9 inh | KCNQ1 act | hERG protect | TRPC4 act | TMEM16A act
Cc1ccc2c(c1)C(C)CC(C)(C)N2C(=O)CN1CCN(C)CC1 (configuration not stated) is listed with i | i | i | -3 | i | 10 | i | i | -13 | i | i
CCCc1nnc(SCC(=O)Nc2ccc(NC(C)=O)cc2)n1-n1cccc1 is listed with i | i | i | -6 | i | 0 | i | i | -10 | i | i

(list continues)
SMILES	TMEM16A inh	KCNK3 inh	TRPC4 potent	HDAC3 inh	KCNQ1 inh	DYRK1A inh	KCNK9 inh	KCNQ1 act	hERG protect	TRPC4 act	TMEM16A act
CCOC(=O)C1(Cc2cccc(Cl)c2)CCCN(C(=O)c2cc(C)on2)C1 (configuration not stated)	i	i	i	-6	i	-6	i	i	-3	i	i
COc1cc2c(C(=O)N3CCN(c4cccc(Cl)c4)CC3)cn(C)c(=O)c2cc1OC	i	i	i	7	i	-2	i	i	-6	i	i
CCOc1ccccc1NC(=O)c1ccccc1N(C)S(=O)(=O)c1ccc(C)cc1	i	i	i	-10	i	6	i	i	-5	i	i
CCc1ccc(NC(=O)C2CCN(S(=O)(=O)c3ccc4c(c3)NC(=O)C(C)S4)CC2)cc1 (configuration not stated)	i	i	i	16	i	3	i	i	-11	i	i
COc1ccc2[nH]c(=O)c(CN(C(=O)c3cccnc3)c3ccc(C)cc3C)cc2c1	i	i	i	0	i	-4	i	i	-6	i	i
COc1ccc(CCNC(=O)c2c(C)noc2C)cc1	i	i	i	4	i	-5	i	i	-2	i	i
Cc1ccc(NC(=O)COC(=O)CCc2ccccc2)c(Cl)c1	i	i	i	4	i	-4	i	i	-6	i	i
COc1ccc(/C=N/NS(=O)(=O)c2ccccc2)cc1OC	i	i	i	1	i	-4	i	i	-5	i	i
CC1CCc2sc(C(=O)OCC(=O)NC(C)C)cc2C1 (configuration not stated)	i	i	i	2	i	10	i	i	1	i	i
O=C(Oc1ccc(N(C(=O)c2ccncc2)S(=O)(=O)c2cccs2)cc1)c1ccncc1	i	i	i	8	i	-2	i	i	-9	i	i
COC(=O)CCCCCNc1ccc(C(=O)OC)cc1N	i	i	i	5	i	6	i	i	-6	i	i
CCOc1ccc(-c2cc(N3C(=O)Nc4ccccc4N3O)on2)cc1	i	i	i	-9	i	-4	i	i	-2	i	i
O=C(NCCN1CCOCC1)c1ccc([N+](=O)[O-])cc1[N+](=O)[O-]	i	i	i	11	i	-1	i	i	-9	i	i
Cc1ccc(Cl)cc1N1CCN(C(=O)c2cc3c(=O)n(C)c4ccccc4c3n2C)CC1	100*	-16*	i	-7	15*	2	i	i	-12	i	i
COc1ccc(Cl)cc1NC(=O)C(OC)c1ccccc1 (configuration not stated)	i	i	i	2	i	.	i	i	-13	i	i
CC(=O)Oc1ccc(-c2ccc(C(=O)O)cc2)cc1	i	i	i	4	i	-4	i	i	-7	i	i
O=C(COC(=O)Cc1cccc(C(F)(F)F)c1)NC1CCS(=O)(=O)C1 (configuration not stated)	i	i	i	-4	i	-8	i	i	-16	i	i
CCOC(=O)c1c(CSc2ccc(CC)cc2)oc2ccc(O)c(CN(C)C)c12	100*	-9.1*	i	3	8*	1	-7.4*	i	-27	i	i
COc1cccc(Nc2cc(C)nc3ccccc23)c1	i	i	i	16	i	-9	i	i	-18	i	i
Cc1cc(NC(=O)Nc2cccc(Cl)c2)n(-c2ccccn2)n1	i	-11*	i	16	14*	1	-13*	i	-21	i	i
COCCCNCCOc1cc(C(C)C)ccc1C	i	i	i	0	i	6	i	i	-9	i	i
CC(Oc1ccc(Br)cc1Br)C(=O)Nc1cccnc1Cl (configuration not stated)	i	i	i	5	i	3	i	i	-13	i	i
Cc1ccc(F)cc1NC(=O)C1CCN(c2cnccn2)CC1	i	i	i	2	i	0	i	i	-12	i	i
O=C(C1CC1)N(Cc1nc2ccccc2c(=O)[nH]1)Cc1cccs1	i	i	i	2	i	8	i	i	-8	i	i
Cc1nn(C)cc1CN(C)C(=O)c1cc2nc(-c3ccco3)cc(C(F)(F)F)n2n1	i	i	i	-6	i	6	i	i	-7	i	i
CCCN1C(=O)/C(=C\C=C2/Sc3ccccc3N2CCO)SC1=S	i	i	i	3	i	-2	i	i	-8	i	i
CCOC(=O)C1CCN(C(=O)C2CCN(S(=O)(=O)c3cccc4nsnc34)CC2)CC1	i	i	i	-4	i	2	i	i	-9	i	i
O=C(CN(c1ccccc1)S(=O)(=O)c1ccc(F)cc1)NC1CCS(=O)(=O)C1 (configuration not stated)	i	i	i	-2	i	.	i	i	-7	i	i

From PubChem
